NCI-60 one-dose screen, 48 h, at 10 µM unless noted. Numbers give growth in % (100 = growth as untreated, 0 = no growth, -100 = all killed).
KM12 – KM12 colon cancer cells; 5% of 82,000 active; AID 1794800
HT29 – HT29 colon cancer; AID 1794748; 7.4% of 81,000 active
NCI-H460 – NCI-H460 lung cancer; 6.8% of 82,000 active
NCI-H322M – NCI-H322M lung cancer; 2.7% of 80,000 active; AID 1794733
NCI-H226 – NCI-H226 lung cancer; 3.5% of 79,000 active; AID 1794732
COLO 205 – COLO 205 colon cancer; 7.3% of 79,000 active; AID 1794742
HCT-116 – HCT-116 colon cancer; 7.3% of 82,000 active; AID 1794798
HCT-15 – HCT-15 colon cancer; 5.2% of 82,000 active; AID 1794746
SW-620 – SW-620 colon cancer | 5.2% of 82,000 active | AID 1794795
Starred values were filed as active, the others as inactive; . = no result given; & = joins results of further samples. The calls were made as follows: active = growth percent below 10; inactive = the rest. No enrichment for hits, and some 11% of all compounds hit somewhere here.

smiles	NCI-H322M	COLO 205	NCI-H460	NCI-H226	HCT-116	SW-620	KM12	HT29	HCT-15
COc1cc2c(cc1O)CC[C@@H]1[C@@H]2CC[C@]2(C)[C@@H](OCCN(C)C)CC[C@@H]12	51.3	58.8	39.6	76.5	7.3*	13.1	24.2	3.4*	34.0
COc1ccc(C2C(Oc3ccccc3)C(=O)N2c2ccc(OC)cc2)cc1 (stereo not drawn)	100.1	119.1	105.6	93.6	90.3	99.8	93.5	89.6	83.3
Oc1ccc(Cl)c2c1CCC2	102.0	107.0	115.6	101.4	110.9	108.7	98.5	110.2	104.5
C=C1OC(=O)C(=O)N1CC(=O)O	123.5	104.1	102.1	97.4	88.8	106.8	104.7	119.8	103.7
CCCOC(=O)NCCO	105.5	105.6	106.4	107.9	86.9	105.0	95.4	96.8	111.8
O=C1/C(=C/c2cccc(OCc3ccc(Cl)cc3Cl)c2)N=C2OCCCN12	91.4	112.0	97.4	80.3	92.0	88.8	101.9	95.9	89.0
Cn1c2ccccc2c2nnc(N/N=C/c3ccccn3)nc21	11.8	-8.8*	-11.5*	5.0*	14.4	31.3	23.0	37.0	27.6
O=C1c2ccccc2C(=O)c2c3c(cc(NCCNCCO)c21)N(CCO)CCN3	97.3	85.2	107.9	81.0	83.8	89.6	70.5	91.5	105.9
COc1ccc(/C=N\NC(=O)c2cnn(CC(O)c3ccccc3)c2N)cc1 (stereo not drawn)	89.7	95.4	86.0	85.1	93.1	100.1	88.3	107.0	91.4
O=C(Nc1ccc(Oc2ccc(F)cc2)c(Cl)c1)c1ccncc1	99.0	95.2	81.3	82.4	43.4	85.0	78.0	98.3	86.7
O=C(N/N=C/c1cc2ccccc2n2nnnc12)Nc1cccc(Cl)c1	98.4	108.7	104.6	106.2	98.0	102.1	99.6	110.1	95.3
CC1=C(CCC(C)NCc2ccc(OCCCN3CCCCC3)cc2)C(C)(C)CCC1 (stereo not drawn)	-40.5*	-70.9*	-77.0*	-32.7*	-85.3*	-80.3*	-80.0*	-81.9*	-67.2*
OC(c1ccccc1)(c1ccccc1)C(F)(F)Cl	104.0	113.4	106.6	107.9	103.5	101.4	99.7	96.0	105.6
CC1(C)CCC(=NNC(N)=S)CC1	114.7	124.9	103.6	109.6	94.6	104.7	105.2	95.1	98.8
O=C(COc1ccc(-c2nc3cc(Cl)c(Cl)cc3[nH]2)cc1)N=Nc1c(O)[nH]c2ccc(Cl)cc12	94.9	56.2	46.4	80.8	54.4	56.1	64.5	33.4	80.3
O=C(NCc1ccco1)Nc1ccc([N+](=O)[O-])cc1	100.3	127.6	97.7	107.1	90.4	105.6	104.6	97.3	106.7
O=C(/C=C/c1cn(-c2ccccc2)nc1-c1ccccc1)NNC(=O)Nc1ccc(Br)cc1	101.3	109.1	104.3	94.4	103.2	101.9	111.6	105.8	101.9
Cc1ccc2nc(-c3ccc(N)c(S(=O)(=O)O)c3)sc2c1	120.7	114.8	118.5	104.2	98.2	96.4	109.4	109.4	109.6
Cc1nnc2c3nnc(-c4ccccc4)n3c3ccccc3n12	97.8	103.3	101.6	99.1	104.3	101.0	105.0	105.1	103.9
Clc1ccc2c(c1)N(C1CCCN(Cc3ccccc3)C1)c1ccccc1S2 (stereo not drawn)	31.1	3.5*	25.4	82.1	12.1	22.6	33.7	76.7	26.6
Cn1/c(=N/N=C(N)N)ccc2ccccc21	118.7	110.8	100.8	114.4	104.0	103.0	111.6	109.4	107.4
O=C(NC(CCO)C(=O)O)c1ccccc1 (stereo not drawn)	94.1	108.9	.	99.5	97.6	95.0	93.5	106.2	97.2
CCCNC(=O)Oc1ccc(/C(=C(/C)Cc2ccc(OC)cc2)c2ccc(OCCN3CCCCC3)cc2)cc1	81.5	79.0	.	95.1	73.0	90.4	94.0	28.9	50.2
CCCCOC(=O)CCCCC(=O)OC(C)C(=O)OCCCC (stereo not drawn)	106.6	116.3	112.1	105.3	107.7	109.5	105.9	102.5	103.4
O=[N+]([O-])c1ccc(S(=O)(=O)/N=C2\CCCCO2)cc1	99.3	115.8	111.6	99.2	91.0	100.2	98.3	103.6	114.2
O=C(Nc1nncs1)c1cccs1	102.8	103.7	103.7	97.8	99.2	95.6	97.2	104.3	102.1
CCOc1ccc(C(=O)OCCCl)cc1	108.8	107.8	103.5	100.5	105.6	103.8	104.3	.	110.5
COc1ccc(C2=NN(C(C)=O)C(c3ccc4c(c3)OCO4)C2)cc1 (stereo not drawn)	102.1	113.9	101.1	99.5	88.9	102.6	98.4	94.2	93.1
COc1cc(-c2nc(SCCC(C)C)nc(N3CCCCC3)c2C#N)cc(OC)c1OC	103.2	112.0	108.4	94.3	82.7	110.4	108.0	93.4	79.4
O=C(CC(c1ccccc1)(c1ccccc1)c1ccccc1)c1ccccc1	85.5	90.1	76.1	78.9	60.4	83.1	74.0	65.3	.
Cc1ccc2nc(COc3ccc(C(=O)N/N=C/c4ccc(Cl)cc4)cc3)[nH]c2c1	114.9	104.7	101.5	111.0	88.5	92.0	99.2	118.4	86.2
CCCc1oc2ccccc2c(=O)c1C(=O)c1ccc(O)cc1	122.8	115.0	108.9	105.3	100.2	112.0	112.2	115.0	108.7
Cc1nc2cc(O)c(O)cc2cc1Oc1ccc(NC(=O)c2ccc(Cl)c(C(F)(F)F)c2)cc1	109.4	88.0	82.9	80.0	95.5	55.9	100.0	88.0	78.8
N#CCCN(CCC#N)S(=O)(=O)c1ccccc1	110.1	107.0	109.7	100.7	103.4	93.0	104.7	97.6	103.6
Cc1ccccc1/C=C1\CN(C(=O)OC(C)(C)C)C/C(=C\c2ccccc2C)C1=O	80.9	-28.5*	-38.3*	42.2	-53.9*	5.4*	-32.8*	-26.4*	1.7*
C=C(C)CN(CC(=C)C)C(=O)c1ccccc1	103.1	109.3	105.0	108.5	106.1	104.8	107.1	95.9	97.0
Cn1cc(-c2nc(-c3c[nH]c4c(Cl)nccc34)cs2)c2ccccc21	99.4	101.9	95.5	102.8	94.4	99.4	95.9	83.5	98.6
COc1cc2oc(-c3cccc(NC(=O)c4cc(NC(=O)[C@H](C)NC(=O)OC(C)(C)C)ccc4Br)c3)cc(=O)c2c(OC)c1OC	78.1	79.2	51.5	70.7	53.0	84.9	54.0	69.2	54.9
COc1ccc(C2=NNC(c3cc(-c4cc5ccccc5o4)n(-c4ccccc4)n3)C2)cc1 (stereo not drawn)	97.1	107.0	102.8	98.5	100.2	.	101.0	103.8	98.9
O=C(O)c1ccc(-n2cc(/C=N/Nc3ccc(F)cc3)c(-c3cc4ccccc4oc3=O)n2)cc1	85.4	109.6	96.5	101.1	56.5	64.5	77.7	91.0	33.9
CC(=O)Nc1ccc(Cc2nc3c([nH]2)c(=O)n(C)c(=O)n3C)cc1	102.2&109.5	99.9&120.6	109.5&108.7	87.1&105.2	94.4&117.2	103.2&111.1	105.4&101.9	102.0&119.7	101.2&115.8
CCOC(=O)NC(C(=O)N(C(=O)NC1CCCCC1)C1CCCCC1)C(C)C (stereo not drawn)	100.0	104.1	104.5	95.2	87.8	97.8	100.2	87.5	105.2
COc1cc(C2CC(=O)Nc3c2c(C)nn3-c2nc3ccccc3[nH]2)cc(OC)c1O (stereo not drawn)	80.4	105.7	36.2	66.0	68.4	45.7	45.7	57.9	40.3
CC1=CC(c2ccco2)=C(C#N)C(Cl)N1 (stereo not drawn)	96.9	117.7	105.1	101.2	103.9	103.4	103.0	108.8	98.4
CC(C)COC(=O)COC(=O)OCCOCCOC(=O)OCC(=O)OCC(C)C	118.4	116.5	114.4	100.4	103.1	108.4	104.2	101.3	103.9
COC(=O)C1=CCCCC(O)=C1C(=O)OC	94.3	109.8	112.2	100.1	106.1	115.1	105.5	101.4	106.7
COC(=O)[C@]12CC[C@@H](C)[C@H](C)[C@@H]1C1=CC[C@@H]3[C@@]4(C)C(C#N)=C[C@@](C)(CO)C4=CC[C@@]3(C)[C@]1(C)CC2	104.9	71.6	74.3	72.8	45.7	73.3	60.4	46.5	58.9
CCOC(=O)/C(C#N)=N/Nc1ccc(Cl)cc1	96.8	134.7	94.9	106.4	103.0	89.0	98.9	100.0	97.3
CN(C)c1ccc(/C=c2\sc3nc4ccccc4n3c2=O)cc1	90.8	111.3	105.3	105.0	105.3	101.9	104.0	107.0	107.3
CC1(C)CC[C@]2(C(=O)NCc3cn(C4OC(CO)C(O)C(O)C4O)nn3)CC[C@]3(C)C(=CC[C@@H]4[C@@]5(C)Cc6c([nH]c7ccccc67)C(C)(C)[C@@H]5CC[C@]43C)[C@H]2C1 (stereo partly drawn)	96.2	95.8	103.7	90.0	95.2	105.0	94.7	89.9	95.8
c1ccc(C(Nc2ccccn2)(c2ccccc2)c2ccccc2)cc1	64.8	90.0	79.9	72.6	65.7	84.4	71.9	69.9	74.1
C/C(=N\NC(=O)c1ccncc1)c1ccc(N)cc1	91.5	117.0	99.3	102.4	99.6	100.7	105.5	97.2	102.7
N#C/C=C1/SCC(=O)N1CC(=O)N1CCN(c2cc3c(cc2F)c(=O)c(C(=O)O)cn3C2CC2)CC1	100.8	114.5	102.8	97.7	103.7	99.7	106.5	100.6	97.8
COc1ccc2occ(COC(=O)c3c(C)noc3C)c(=O)c2c1	95.1	102.0	93.6	91.3	78.1	79.0	98.6	87.6	68.3
ClC(Cl)(Cl)c1nc2nccnc2[nH]1	90.0	114.2	101.9	98.6	102.6	107.3	106.3	101.9	102.8
CCC1=C[C@H]2CN(CCc3c([nH]c4ccccc34)[C@@](C(=O)OC)(c3cc4c(cc3OC)N(C)[C@H]3[C@@](O)(C(=O)OC)[C@H](OC(C)=O)[C@]5(CC)[C@@H]6C[C@@H]6CN6CC[C@]43[C@@H]65)C2)C1	66.1	-43.5*	5.3*	47.9	4.7*	29.2	16.2	-18.4*	7.4*
O=C(O)N1CCc2c(sc3ccccc23)C1	107.6	115.7	102.1	88.2	98.0	106.7	104.6	93.2	111.3
COc1ccc2cc(-c3csc(Nc4ccccc4)n3)c(=O)oc2c1	93.2	94.6	94.1	83.3	86.3	106.5	92.0	87.3	83.7
O=C(N=Nc1c(O)n(Cc2ccccc2)c2ccccc12)c1cc2ccccc2[nH]1	95.8	105.8	83.4	92.8	76.6	100.9	90.3	100.3	85.1
O=C(c1ccc(Cl)cc1Cl)N1c2ccccc2Sc2ccccc21	85.2	45.0	18.3	68.0	22.8	38.3	49.8	47.5	29.6

Three structures out of the list, sorted by length of the SMILES, high to low:
smiles	NCI-H322M	COLO 205	NCI-H460	NCI-H226	HCT-116	SW-620	KM12	HT29	HCT-15
N#C/C=C1/SCC(=O)N1CC(=O)N1CCN(c2cc3c(cc2F)c(=O)c(C(=O)O)cn3C2CC2)CC1	100.8	114.5	102.8	97.7	103.7	99.7	106.5	100.6	97.8
c1ccc(C(Nc2ccccn2)(c2ccccc2)c2ccccc2)cc1	64.8	90.0	79.9	72.6	65.7	84.4	71.9	69.9	74.1
ClC(Cl)(Cl)c1nc2nccnc2[nH]1	90.0	114.2	101.9	98.6	102.6	107.3	106.3	101.9	102.8

More records:
smiles	NCI-H322M	COLO 205	NCI-H460	NCI-H226	HCT-116	SW-620	KM12	HT29	HCT-15
O=S(=O)(c1ccccc1)N1CCNc2ccccc21	105.4	109.9	111.5	99.0	105.1	106.0	99.7	106.6	95.2
Cc1c(C(=O)C(SC(=S)N2CCOCC2)SC(=S)N2CCOCC2)nnn1-c1ccc([N+](=O)[O-])cc1	98.7	86.5	98.8	89.4	96.5	100.3	111.2	92.3	89.3
Cc1c2c(cn1C)CCc1cnc(=O)[nH]c1-2	141.7	113.7	114.8	100.5	101.5	101.2	109.6	117.3	104.9
CC(C)(C)OC(=O)NC(CCC(=O)NC(CSc1ccc([N+](=O)[O-])cc1[N+](=O)[O-])C(=O)NCC(=O)Oc1ccccc1C1CC(=O)c2ccccc2O1)C(=O)Oc1ccccc1C1CC(=O)c2ccccc2O1 (stereo not drawn)	79.8	105.4	91.9	84.2	85.1	91.6	86.3	100.4	64.5
CCN1C(=S)N(c2ccccc2)C2NC(=O)N(/N=C/C=C/c3ccccc3OC)C21 (stereo not drawn)	94.9	121.6	89.2	98.9	88.0	90.4	88.3	98.8	67.6
O=CNc1ccc(Cl)cc1	96.6	104.9	103.6	93.6	102.0	101.6	101.5	95.6	96.9
CC(=O)N(C)c1ccccc1O	100.6	105.7	106.8	103.1	96.1	108.4	105.7	100.5	105.8
Cc1ccc2nc(NC(=O)CN3CCN(CCN4C(=O)c5cccc6cccc(c56)C4=O)CC3)sc2c1	91.1	78.3	92.6	83.7	62.0	91.6	74.8	41.0	58.8

8 structures already listed, arranged by formula weight, lowest first:
smiles	NCI-H322M	COLO 205	NCI-H460	NCI-H226	HCT-116	SW-620	KM12	HT29	HCT-15
O=CNc1ccc(Cl)cc1	96.6	104.9	103.6	93.6	102.0	101.6	101.5	95.6	96.9
Cc1c2c(cn1C)CCc1cnc(=O)[nH]c1-2	141.7	113.7	114.8	100.5	101.5	101.2	109.6	117.3	104.9
O=S(=O)(c1ccccc1)N1CCNc2ccccc21	105.4	109.9	111.5	99.0	105.1	106.0	99.7	106.6	95.2
COc1ccc2cc(-c3csc(Nc4ccccc4)n3)c(=O)oc2c1	93.2	94.6	94.1	83.3	86.3	106.5	92.0	87.3	83.7
O=C(c1ccc(Cl)cc1Cl)N1c2ccccc2Sc2ccccc21	85.2	45.0	18.3	68.0	22.8	38.3	49.8	47.5	29.6
CCN1C(=S)N(c2ccccc2)C2NC(=O)N(/N=C/C=C/c3ccccc3OC)C21 (stereo not drawn)	94.9	121.6	89.2	98.9	88.0	90.4	88.3	98.8	67.6
Cc1ccc2nc(NC(=O)CN3CCN(CCN4C(=O)c5cccc6cccc(c56)C4=O)CC3)sc2c1	91.1	78.3	92.6	83.7	62.0	91.6	74.8	41.0	58.8
CC(C)(C)OC(=O)NC(CCC(=O)NC(CSc1ccc([N+](=O)[O-])cc1[N+](=O)[O-])C(=O)NCC(=O)Oc1ccccc1C1CC(=O)c2ccccc2O1)C(=O)Oc1ccccc1C1CC(=O)c2ccccc2O1 (stereo not drawn)	79.8	105.4	91.9	84.2	85.1	91.6	86.3	100.4	64.5
